A549 viability = Nrf2 qHTS screen for inhibitors: counterscreen for cytotoxicity; 0.16% of 390,000 active; Potency, µM (titrated, usually from 46 µM), for the others: at the top dose activity change, negative = cytotoxicity, actives largely listed as inhibitors; A549 ARE-Fluc cells, CellTiter-Fluor viability, 18-24 h; AID 504648, 2011; note: % is set by controls: 0 for no effect and ±100 for the full control effect
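A549 ARE_Fluc cells in 5% FBS OPTI-MEM were exposed to compounds in concentration-response for 18-24 h at 37 deg C. Viability was read by CellTiter-Fluor fluorescence (Ex 405/Em 525) after 30 min, before the luciferase read.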
S2 tox = Viability Counterscreen for Primary qHTS for Inhibitors of ATXN expression; S2 cells (HEK-293 line with an ATXN2-luciferase reporter) viability, CellTiter-Fluor protease fluorescence, 24 h; Potency, µM (doses to about 56.7 µM), most hits filed as cytotoxic; 0.49% of 400,000 active; note: nearly all actives have a fitted effect of over 40% in size
TGFb inhibitor = qHTS for Inhibitors of TGF-b; 1.2% of 410,000 active; HepG2 CAGA-GFP TGF-b/SMAD3 reporter, GFP fluorescence, 18 h; TGF-beta stimulated, 500 pg/mL final; Potency, µM (doses to about 46.1 µM), without a hit: at the highest dose activity, negative = inhibition, most hits filed as inhibitors; note: % is set by controls: 0 for no effect and ±100 for the full control effect; nearly all actives have a fitted effect of over 65% in size
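Inhibition was scored as loss of TGF-beta-induced (500 pg/mL final, 18 hours, 37 degrees C) GFP in HEPG2 cells carrying a CAGA-GFP reporter, in DMEM with 1% FBS. Well GFP was summed per cell; Activity was normalised to unstimulated and stimulated DMSO wells, then concentration-response fitting.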
ATXN2 expr inh = Primary qHTS for Inhibitors of ATXN expression; Potency, µM (titrated, usually from 57 µM), inactives show top-dose activity change, negative = inhibition, usual class: inhibitors; 0.72% of 360,000 active; HEK-293 ATXN2-luciferase reporter, luminescence, 24 h; AID 1745845, 2022; note: % is set by controls: 0 for no effect and ±100 for the full control effect; nearly all actives have a fitted effect of over 55% in size
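ATXN2-luciferase reporter cells (luciferase flanked by upstream and downstream ATXN2 gene portions) were treated 24 h at 37 °C with compounds at up to 57 uM. SteadyGlo luminescence gave expression; GF-AFC fluorescence gave viability.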
MCF10A rerep = A quantitative high throughput screen for small molecules that induce DNA re-replication in MCF 10a normal breast cells. MCF 10A DNA re-replication, Hoechst nuclear intensity, 48 h. Potency, µM (doses to about 46.1 µM), for the others: top-dose activity, positive = re-replication, usual class: activators. 2.9% of 350,000 active. AID 624296, 2012; note: % of control where 0% means no effect; nearly all actives have a fitted effect of over 50% in size
HepG2 viability = qHTS for Inhibitors of TGF-b: Cytotox Counterscreen. HepG2 CAGA-GFP viability, ATP luminescence, 18 h. Potency, µM (top dose mostly 46.1 µM), for inactives: at the top dose activity change, negative = cytotoxicity, most hits filed as cytotoxic. 0.76% of 410,000 active. AID 588856, 2011; note: some results filed as inactive show a strong effect at the top dose
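HepG2 CAGA-GFP cells (1000/well, DMEM with 1% FBS) received compound, then TGF-beta at 500 pg/mL final, and were incubated 18 hours at 37 degrees C. Viability was read by CellTiter-Glo luminescence. Media-only wells were set as complete cell-killing and DMSO as no toxicity.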
Nrf2 inh = Nrf2 qHTS screen for inhibitors. A549 ARE-Fluc reporter, luciferase luminescence, 18-24 h. Potency, µM (doses to about 46 µM), for inactives: top-dose activity change, negative = inhibition, hits mostly inhibitors. 2.1% of 360,000 active; note: % is set by controls: 0 for no effect and ±100 for the full control effect; nearly all actives have a fitted effect of over 60% in size
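Cells were seeded and rested 2 h, then exposed to compounds for 18-24 h. CellTiter-Fluor was read first as a viability measure. BugLite was added 15 min before the final luminescent read of ARE-luciferase activity in A549 cells.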
EPAC2 antagonist = qHTS for Antagonist of cAMP-regulated guanine nucleotide exchange factor 2 (EPAC2): primary screen. EPAC2 GEF exchange of Rap1B-BODIPY-GDP, fluorescence. Potency, µM (highest dose often 114 µM), without a hit: at the top dose activity, negative = inhibition, actives largely listed as inhibitors. 0.18% of 360,000 active; note: % is set by controls: 0 for no effect and ±100 for the full control effect; nearly all actives have a fitted effect of over 45% in size; many of its hits are not listed in these tables
Target sequence (Q8WZA2 whole entry, looked up): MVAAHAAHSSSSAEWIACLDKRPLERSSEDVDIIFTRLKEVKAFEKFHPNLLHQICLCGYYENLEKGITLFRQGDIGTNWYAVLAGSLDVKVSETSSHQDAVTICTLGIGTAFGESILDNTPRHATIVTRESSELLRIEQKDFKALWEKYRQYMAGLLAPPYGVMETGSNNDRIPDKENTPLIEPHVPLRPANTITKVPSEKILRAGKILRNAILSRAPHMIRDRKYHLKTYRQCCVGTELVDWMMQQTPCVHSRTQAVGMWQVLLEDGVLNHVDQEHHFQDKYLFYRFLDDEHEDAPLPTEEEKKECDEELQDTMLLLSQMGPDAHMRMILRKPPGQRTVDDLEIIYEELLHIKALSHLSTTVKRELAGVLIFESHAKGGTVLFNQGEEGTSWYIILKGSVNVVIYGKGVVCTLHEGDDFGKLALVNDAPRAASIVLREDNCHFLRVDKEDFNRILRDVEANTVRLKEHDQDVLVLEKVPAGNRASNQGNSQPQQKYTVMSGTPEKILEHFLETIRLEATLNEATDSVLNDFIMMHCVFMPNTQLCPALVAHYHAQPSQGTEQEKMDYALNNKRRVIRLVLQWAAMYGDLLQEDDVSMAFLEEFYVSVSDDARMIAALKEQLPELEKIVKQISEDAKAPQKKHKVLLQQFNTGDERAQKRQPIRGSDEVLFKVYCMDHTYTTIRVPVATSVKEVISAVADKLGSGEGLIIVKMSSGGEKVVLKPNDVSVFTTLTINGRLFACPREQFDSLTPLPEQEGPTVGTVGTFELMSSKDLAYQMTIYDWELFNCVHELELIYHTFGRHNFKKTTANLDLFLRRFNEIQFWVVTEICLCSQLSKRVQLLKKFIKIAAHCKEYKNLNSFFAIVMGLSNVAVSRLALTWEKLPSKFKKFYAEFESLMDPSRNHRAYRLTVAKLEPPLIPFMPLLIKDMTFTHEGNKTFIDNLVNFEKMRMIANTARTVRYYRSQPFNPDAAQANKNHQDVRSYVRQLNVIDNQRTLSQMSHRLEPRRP
Nrf2 activator = qHTS of Nrf2 Activators. 0.31% of 410,000 active. Potency, µM (series often up to 46.1 µM), without a hit: at the highest dose activation, hits mostly activators. AREc32 ARE-luciferase reporter (MCF7-derived line), luminescence, 24 h. AID 624171, 2012; note: % of control where 0% means no effect; nearly all actives have a fitted effect of over 65% in size
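AREc32 cells carrying an ARE-driven firefly luciferase reporter were seeded at 1000 cells/well in OPTI-MEM with 5% FBS, then exposed to compound for 24 hr at 37 deg C. Luminescence was read with Steady-Glo after 30 min at RT.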
* marks the source's active call; other numbers are inactive results; i = inactive; ? = inconclusive; nt = not tested or not shown; [ ] = dose if it differs, or a comment. Calls come from the whole dose curve; as a rule, active = well fitted curve in the direction sought with a large enough effect; inconclusive = small, poorly fitted or top-dose-only effect, or another doubt; inactive = no such curve, though single readings can be large; an effect the other way counts as inactive or inconclusive. Potency is the fitted concentration of half-maximal effect. These rows are one share of the data. The share of hits here may be higher or lower than overall.

SMILES | A549 viability | S2 tox | TGFb inhibitor | ATXN2 expr inh | MCF10A rerep | HepG2 viability | Nrf2 inh | EPAC2 antagonist | Nrf2 activator
CCOc1ccc(NS(=O)(=O)c2cccc(C(=O)NCC3(N(C)C)CCCCC3)c2)cc1 | -1% | i | -17% | -7% | 5% | -20% | 1% | 14% | 2.6%
COc1ccc(NC(=O)c2cn3c4c(ccc(Cl)c4c2=O)OC(C)C3)cc1OC (centres undefined) | 14% | i | 0% | -3% | nt | -2% | ? | nt | 3.4%
CCC(CC)C(=O)Nc1c2c(nn1-c1ccc(F)cc1)CS(=O)(=O)C2 | 0% | i | -1% | -15% | 3% | -1% | 23% | 1% | 0.0%
Fc1ccc(NCc2nnc3n2CCCCC3)cc1Cl | -6% | i | 25% | 12% | nt | 3% | nt | nt | -0.5%
COC(=O)c1cc(COC(=O)COc2ccc(C)c(C)c2)oc1C | -2% | i | 16% | 21% | 0% | 6% | -11% | -2% | -0.5%
Cc1ccc(C)c(Cn2c(=O)n(-c3ccc(Cl)cc3)c(=O)c3c(C)c(C)sc32)c1 | -3% | i | -5% | -7% | nt | 8% | 2%[9.27 µM] | nt | -1.2%
Cc1cc(C(=O)NNC(=O)c2nn(C)c(=O)c3ccccc23)c(C)o1 | -8% | i | 0% | -16% | ? | 3% | ? | 4% | -0.9%
Cc1ccc(CS(=O)Cc2ccc(C(=O)N3CCN(c4cccc(C)c4C)CC3)o2)cc1 (centres undefined) | nt | ? | -18% | nt | nt | -27% | nt | ? | 2.0%
COc1ccccc1NC(NC(=O)c1cccnc1)C(Cl)(Cl)Cl (centres undefined) | 0% | i | -22% | 20% | 10% | -27% | -22% | -8% | -0.2%
CCOc1ccccc1NC(=O)CSc1cc(=O)n(CC)c2ccccc12 | -11% | nt | -20% | nt | nt | -11% | ? | nt | -0.2%
O=c1oc2c3c(ccc2c2ccccc12)OCN(Cc1ccccc1Cl)C3 | -1% | i | -3% | -3% | nt | 1% | 8% | nt | 4.9%
O=C(CS(=O)(=O)c1ccccc1)NCc1ccccc1 | 2% | i | 8% | 5% | -2% | 1% | 0% | 4% | -0.6%
CC(=O)Nc1cc2nc(C)n(Cc3ccc([N+](=O)[O-])cc3)c2nc1C | 2% | i | -2% | 29% | -4% | 10% | -11% | 2% | -0.5%
CCCn1cc(CN2CCCC(C(=O)c3ccc4c(c3)OCO4)C2)c(C)n1 (centres undefined) | 4% | i | -13% | 1% | 11% | -4% | 6% | 1% | -0.4%
COc1ccc(-c2cc(C(=O)Nc3cc(OC)c(OC)c(OC)c3)no2)cc1OC | 6% | i | ? | 10% | ? | -14% | nt | -3% | 0.5%
O=C(CSc1nnc(-c2ccccc2NC(=O)c2ccccc2)o1)OC1CCCCC1 | 1% | i | -6% | 0% | -2% | 2% | 3% | 3% | 5.4%
CCOC(=O)c1cnn(-c2ccc(C)cc2)c1N | -6% | ? | -13% | 41%[activator] | 13% | -19% | 2% | 0% | -0.4%
CCCn1c(N)c(C(=O)CSc2nnc(C)n2Cc2ccccc2)c(=O)n(C)c1=O | -5% | i | 2% | -10% | 13% | -4% | -6% | -2%[57.1 µM] | -0.3%
Cc1cc(F)ccc1S(=O)(=O)N1CCC2(CC1)OCCN2S(=O)(=O)c1cccs1 | -12% | i | -19% | -20% | ? | -14% | 12µM* | 0% | 2.0%
O=C(OCC(=O)N1CCOCC1)c1cccc(F)c1 | -5% | i | -9% | 22% | -6% | -5% | ? | -8% | 2.2%
COC(CNC(=O)c1ccc2c(c1)nc(C)n2-c1cccc(F)c1)OC | 0% | i | 3% | -3% | -3% | -7% | 3% | 9% | -0.7%
O=C(O)/C=C/C(=O)NCCC1=CCCCC1 | 2% | i | 5% | nt | -1% | -9% | 9% | 19% | -0.6%
CCc1nn(CC(=O)NCCCN(C)C2CCCCC2)c(=O)c2cc3occc3n12 | 13% | i | -1% | -4% | 7% | -3% | 8% | 0% | -0.7%
O=C(CNC(=O)c1ccco1)N/N=C/c1cccs1 | -1% | i | -19% | 11% | -3% | 27% | 4% | 16% | 1.1%
O=C(Nc1ccc(Br)cc1)c1cccc(OC(=S)N2CCOCC2)c1 | -15% | i | ? | ? | -3% | -25% | 16µM* | 2% | 3.2%

(more compounds)
SMILES | A549 viability | S2 tox | TGFb inhibitor | ATXN2 expr inh | MCF10A rerep | HepG2 viability | Nrf2 inh | EPAC2 antagonist | Nrf2 activator
COC(=O)Cn1c(=NC(=O)c2sc3ccccc3c2Cl)sc2cc(S(N)(=O)=O)ccc21 | 8% | i | 0% | -7% | 0% | 4% | ? | 1% | -0.1%
CC(=O)c1c(O)ccc2c(-c3ccccc3)cc(=O)oc12 | -5% | i | 14% | 3% | ? | 13% | 2% | 2% | -0.6%
Cc1ccc(NC(=O)CCC(=O)NNC(=O)c2ccccc2[N+](=O)[O-])c(C)c1 | 6% | i | 0% | 1% | 4% | 1% | -24% | -9% | -0.9%
COc1ccc(CCNC(=O)CCCCn2c(=O)c3ccccc3n(Cc3ccccc3)c2=O)cc1OC | 0% | ? | 4% | -8% | nt | 16% | -9% | nt | 0.5%
CCC(C)c1ccc(NC(=S)N2CCN(c3ccccn3)CC2)cc1 (centres undefined) | -5% | i | ? | -16% | 17% | -21% | -4% | -14% | 2.5%
COc1cccc(C(=O)Nc2nc3ccccc3[nH]2)c1 | -3% | i | -7% | -38% | 15% | -70% | ? | 6% | -1.8%
CCN1CCCC1CNC(=O)CSCc1nc(-c2ccccc2C)oc1C (centres undefined) | -6% | nt | 4% | nt | 13% | -33% | 8% | 1% | 0.6%
O=C(NCc1ccccc1)Nc1nnc([C@@H]2C[C@H](O)[C@@H](CO)O2)s1 | nt | i | -1% | 9% | nt | -39% | nt | 16% | -0.8%
Cc1cccc(CN2CCC(CNC(=O)C3CCCN(S(=O)(=O)c4cnc[nH]4)C3)CC2)c1 (centres undefined) | -1% | i | ? | 0% | 2% | -44% | 12% | 4% | -0.8%
CCOc1cc2[nH]c(=S)n(CCOC)c(=O)c2cc1OCC | 15% | i | -1% | 2% | -3% | 2% | -19% | 0% | 0.3%
O=c1cc(Br)c(O)c(Br)cc1Br | ? | ? | 0% | 1% | 18% | -29% | 9% | 9% | ?
COc1ccc(-c2noc(CCC(=O)NC3CCCCC3)n2)cc1OC | -20% | i | -17% | 4% | 1% | -13% | -41% | -1% | -0.8%
COc1ccccc1NC(=O)CSc1ncn(-c2ccccc2)n1 | 15% | i | -1% | 3% | -4% | 2% | 4% | 6% | 0.0%
COc1ccc(NC(=S)NC(=NS(=O)(=O)c2ccc(Cl)cc2)c2ccccc2)cc1 | 1% | i | -4% | 43%[activator] | ? | 9% | ? | -16% | 4.5%
COc1ccc(/C=C/C(=O)c2ccc3ccccc3c2O)cc1CN1CCOCC1 | -3% | nt | -12% | -26% | 2% | -44% | -15% | 2% | 0.3%
Nc1ccc(CNc2ncn[nH]2)cc1 | 0% | i | -1% | -7% | 0% | -5% | 5% | 14% | -0.1%
CCNC(=O)c1cnn(-c2ccccc2)c1-c1ccccc1 | 1% | i | -3% | nt | 2% | -1% | -20% | 2% | -0.2%
O=C1COc2ccc(C(=O)c3ccccc3C(=O)O)cc2N1 | 0% | i | 0% | 5% | -10% | -1% | 7% | 5% | 0.3%
CCCOc1ccc(C(=O)OCCN2CCCCC2)c(O)c1 | 4% | i | 0% | 3% | 4% | -53% | 7% | 17% | 0.1%
CCCOc1ccc(-c2nc3c(c(=O)[nH]c(=O)n3Cc3ccccc3)n2CCO)cc1OCC | 1% | i | -18% | 18% | -4% | 1% | -13% | -9% | 2.1%
O=C(O)CN1C(=O)/C(=C\c2cc(Br)ccc2OCc2ccc(Cl)cc2)SC1=S | -7% | ? | ? | nt | ? | -44% | ? | 50µM* | 5.5%
COc1ccc2c(c1)NC(c1ccc(F)cc1)=NC(c1ccc(F)cc1)=N2 | -6% | i | ? | -4% | nt | -7% | ? | nt | 5.4%
CCOC(=O)C1CCN(C(=O)CSC2=NCCS2)CC1 | -1% | i | 8% | 26% | -13% | -6% | -13% | 5% | 4.7%
Cc1ccc(C(=O)N/N=C/c2ccoc2)cc1C | 0% | i | -1% | 37%[activator] | -1% | -3% | ? | 0% | -0.1%
Cc1cccc(-n2nc3c(c2NC(=O)c2ccco2)CS(=O)(=O)C3)c1C | -4% | i | 0% | nt | -7% | 5% | 3% | 5% | -0.8%

Next part:
SMILES | A549 viability | S2 tox | TGFb inhibitor | ATXN2 expr inh | MCF10A rerep | HepG2 viability | Nrf2 inh | EPAC2 antagonist | Nrf2 activator
CC(=O)c1ccc(NC(=O)CCc2ccc(C)o2)cc1 | 1% | i | -4% | 21% | 5% | -5% | 5% | 1% | 0.0%
CCCCc1ccc(NC(=O)CN2C(=O)NC(Cc3ccccc3)C2=O)cc1 (centres undefined) | 2% | i | -13% | 0% | -5% | 2% | 1% | -19% | -0.1%
O=C(Nc1ccc(Cl)c(Cl)c1)C1=Cc2ccccc2OC1 | -14% | ? | ? | -24% | 21µM* | -46% | 18% | -4% | 3.1%
CCOC(=O)C1CCCN(C(=O)Cn2ncc3c(C)n(Cc4ccc(Cl)cc4)c(C)c3c2=O)C1 (centres undefined) | -7% | nt | -27% | nt | nt | -1% | ? | nt | 1.9%
COCOc1ccc(/C=C/C(=O)c2c(OCOC)cc(OCOC)c(CC=C(C)C)c2O)cc1OCOC | -2% | i | 17% | -1% | ? | -9% | 7% | -10% | 4.3%
O=C(O)CC(NC(=O)C(c1ccccc1)c1ccccc1)c1ccc(F)cc1 (centres undefined) | -3% | i | 1% | -8% | ? | 0% | 10% | 9% | -1.0%

Compound activity as filed in PubChem BioAssay.
